TrxR1 inh = blocks rat thioredoxin reductase 1. O89049. recombinant rTrxR1, NADPH fluorescence consumption, selenite substrate. Potency, µM (series often up to 114 µM), without a hit: top-dose activity change, negative = inhibition, hits mostly inhibitors. 390,000 tested, 1% active. AID 588453; also: % is scaled to controls: 0 for no effect and ±100 for the full control effect; nearly all actives have a fitted effect of over 65% in size
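Rat TrxR1 (90 nM in the dispensed reagent) was pre-reduced with 400 uM NADPH for 5 min at room temperature, then incubated with compound for 15 min. After 400 uM selenite was added, NADPH fluorescence (Ex 340/Em 450 nm) was followed for 8 min.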
PGK inhibitor = inhibitors of T. brucei phosphoglycerate kinase; PGK/GAPDH coupled, Kinase-Glo luminescence, 60 min; AID 602233; 380,000 tested, 0.043% active; Potency, µM (series often up to 57.5 µM), for the others: at the highest dose activity change, negative = inhibition, actives largely listed as inhibitors; P07378; also: % is scaled to controls: 0 for no effect and ±100 for the full control effect; nearly all actives have a fitted effect of over 60% in size
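Recombinant glycosomal PGK reaction used 1,3-bisphosphoglycerate generated in-well by GAPDH (100nM final) in 100mM TEA pH 7.6, 5mM MgCl2, 0.01% Tween-20. After 60 minutes at room temperature, ATP was read by Kinase-Glo Plus luminescence end-point.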
RGS4 inh = human RGS4 inhibition; Potency, µM (top dose mostly 114 µM), for the others: top-dose activity change, negative = inhibition, usual class: inhibitors; AID 504845; P49798; 390,000 tested, 0.039% active; Transcreener GDP fluorescence polarization, RGS4-accelerated GTP hydrolysis; also: % is scaled to controls: 0 for no effect and ±100 for the full control effect; nearly all actives have a fitted effect of over 75% in size; some results filed as inactive show a strong effect at the top dose
Target sequence (P49798 whole entry, looked up): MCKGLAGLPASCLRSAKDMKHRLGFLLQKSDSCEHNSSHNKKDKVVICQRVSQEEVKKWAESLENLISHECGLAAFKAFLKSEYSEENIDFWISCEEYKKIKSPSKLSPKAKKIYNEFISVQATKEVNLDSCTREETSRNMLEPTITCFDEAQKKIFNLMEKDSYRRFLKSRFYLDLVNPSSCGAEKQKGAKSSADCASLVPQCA
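MLSMR compounds (23 nl, pin-transferred) preincubated 10 min at room temperature with a 500nM (2x) first reagent, then RGS4 at 900nM (2x) plus Transcreener GDP mix added; fluorescence polarization (620/688 nm) read before and after 90 min at 30 °C.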
ERG-DNA inh = blocks human ERG Ets domain binding to DNA. 370,000 tested, 0.028% active. AID 624246. fluorescence polarization, His-ERG Ets domain / labelled DNA. P11308. Potency, µM (highest dose often 76.9 µM), inactives show top-dose FP activity, negative = inhibition, usual class: inhibitors; active = well fitted inhibition curve with a large enough effect in the polarisation, with a control signal flat; inconclusive = small, poorly fitted or top-dose-only effect, or effect the other way, or a change in a side signal; inactive = no such curve, though single readings can be large or run the other way; the % refers to the polarisation;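 also: polarization taken with two DNA probes labelled with fluorescein and Texas red; % of control where 0% means no effect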
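His-tagged ERG Ets domain (1 uM in the protein solution; 300mM KCl, 50mM Tris-HCl, 1mM EDTA, 1mM DTT, pH 7.5) received compound, then a probe mix of 5 nM fluorescein-DNA and 100nM Texas-615-DNA. Fluorescence polarization was read for both dyes.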
JMJD2A Tudor = blocks the human JMJD2A Tudor domain; Potency, µM (highest dose often 114 µM), for the others: top-dose activity change, negative = inhibition, actives largely listed as inhibitors; 390,000 tested, 4.4% active; AlphaScreen JMJD2A-Tudor / H3K4me3 peptide binding; AID 504339; also: % is scaled to controls: 0 for no effect and ±100 for the full control effect; nearly all actives have a fitted effect of over 50% in size
Pin1 inhibitor = blocks the human prolyl isomerase Pin1; Pin1 FP peptide displacement, HiFluor488, 10 min; Potency, µM (series often up to 115 µM), for the others: at the top dose activity, negative = inhibition, actives largely listed as inhibitors; 390,000 tested, 0.009% active; AID 504891; active = well fitted inhibition curve with a large enough effect in the polarisation, with a control signal flat, not every such curve was filed as active; inconclusive = small, poorly fitted or top-dose-only effect, or effect the other way, or a change in a side signal; inactive = no such curve, though single readings can be large or run the other way; the % refers to the polarisation; also: % is scaled to controls: 0 for no effect and ±100 for the full control effect
ALOX12 inh = ALOX12 (human) lipoxygenase inhibition; P18054; purified 12hLO, xylenol orange hydroperoxide absorbance; Potency, µM (doses to about 108 µM), without a hit: top-dose activity change, negative = inhibition, actives largely listed as inhibitors; 580,000 tested, 1.1% active; AID 1671190; also: % is scaled to controls: 0 for no effect and ±100 for the full control effect
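Hydroperoxide product was detected by ferrous iron/xylenol orange as the 573 to 405 nm absorbance ratio. Arachidonic acid at 40 uM (final) was turned over for 30 min at room temperature by 150 nM human 12hLO, pH 7.0 Hepes buffer, after 15 min compound preincubation.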
GLS inhibitor = blocks human kidney-isoform glutaminase activity | O94925 | GLS enzymatic activity, qHTS titration | Potency, µM (highest dose often 45.5 µM), for the others: at the highest dose activity change, negative = inhibition, actives largely listed as inhibitors | 410,000 tested, 0.21% active; also: % is scaled to controls: 0 for no effect and ±100 for the full control effect
Target sequence (O94925 whole entry, looked up, canonical isoform): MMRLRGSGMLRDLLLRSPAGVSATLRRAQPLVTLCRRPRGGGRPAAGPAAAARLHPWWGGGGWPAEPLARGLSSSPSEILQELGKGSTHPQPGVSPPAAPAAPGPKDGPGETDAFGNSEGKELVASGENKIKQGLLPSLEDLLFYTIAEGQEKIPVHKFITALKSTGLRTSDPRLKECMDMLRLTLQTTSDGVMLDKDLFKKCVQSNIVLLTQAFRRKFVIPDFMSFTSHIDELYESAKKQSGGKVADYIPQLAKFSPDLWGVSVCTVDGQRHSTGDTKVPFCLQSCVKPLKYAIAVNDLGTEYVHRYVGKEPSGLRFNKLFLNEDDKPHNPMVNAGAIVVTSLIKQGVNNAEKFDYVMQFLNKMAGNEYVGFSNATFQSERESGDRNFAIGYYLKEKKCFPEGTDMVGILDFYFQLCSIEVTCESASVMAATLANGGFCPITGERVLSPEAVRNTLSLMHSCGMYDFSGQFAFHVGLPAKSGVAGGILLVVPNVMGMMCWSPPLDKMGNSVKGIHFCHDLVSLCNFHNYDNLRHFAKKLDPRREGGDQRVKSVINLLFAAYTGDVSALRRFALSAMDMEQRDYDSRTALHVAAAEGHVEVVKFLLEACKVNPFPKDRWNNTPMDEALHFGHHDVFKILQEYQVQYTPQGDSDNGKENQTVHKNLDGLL
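Coupled fluorescence readout: glutamate oxidase/HRP/Amplex Red detect glutamate formed by hKGA from L-glutamine (1 mM solution added). Buffer 45 mM KH2PO4 pH 8.2, 0.02% Tween-20; reads at t0 and 30 min RT.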
HP1b chromo inh = blocks HP1-beta chromodomain binding to methylated histone tails | P83916 | AID 540317 | 390,000 tested, 0.56% active | Potency, µM (top dose mostly 114 µM), without a hit: top-dose activity change, negative = inhibition, actives largely listed as inhibitors | AlphaScreen HP1-beta / biotin-H3K9me3 peptide binding; also: nearly all actives have a fitted effect of over 70% in size; inactives centre near 23
Target sequence (P83916 whole entry, looked up): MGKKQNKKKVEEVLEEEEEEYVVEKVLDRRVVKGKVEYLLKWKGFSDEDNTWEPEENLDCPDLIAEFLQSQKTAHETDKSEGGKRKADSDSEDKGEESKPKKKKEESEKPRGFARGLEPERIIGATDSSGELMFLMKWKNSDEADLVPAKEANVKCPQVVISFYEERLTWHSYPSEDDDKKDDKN
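Compound inhibition of the preformed complex between 50 nM HP1-beta and 50 nM biotinylated H3K9me3 peptide was read by AlphaScreen. Buffer was PBS pH 7.4 with 0.01% Tween-20. Incubations ran 30 min at room temperature, with 10 ug/mL donor/acceptor beads.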
* marks the source's active call; other numbers are inactive results; i = inactive; ? = inconclusive; . = not tested or not shown; [ ] = remark or other dose. Unless noted, calls follow the shape of the dose curve; as a rule, active = well fitted curve in the direction sought with a large enough effect; inconclusive = small, poorly fitted or top-dose-only effect, or another doubt; inactive = no such curve, though single readings can be large; an effect the other way counts as inactive or inconclusive. Potency is read from the fitted curve at half-maximal effect. A portion of the library; the hit share may differ from the screen's.

SMILES	TrxR1 inh	PGK inhibitor	RGS4 inh	ERG-DNA inh	JMJD2A Tudor	Pin1 inhibitor	ALOX12 inh	GLS inhibitor	HP1b chromo inh
CCn1nc(C)c(CN2CCC(C(=O)Nc3cccc(-c4cccc(F)c4)c3)CC2)c1C	-1%	9%	15%	7%	-13%	1%	-15%	11%	33%
COc1ccc(N2C(=O)C(OC(C)=O)C2c2ccc(C)cc2)cc1 (stereo unspecified)	-14%	-5%	17%	.	-17%	5%	5%	11%	16%
Nc1nc(N)c2sc3nc(C(F)(F)F)cc(C(F)(F)F)c3c2n1	-6%	2%	-6%	1%	-21%	13%	-6%	4%	12%
Cc1c(C(=O)OCC(=O)N2c3ccccc3CC2C)oc2ccccc12 (stereo unspecified)	26%[57.1 µM]	6%	-12%	0%	-12%	14%	-20%	13%	55%[activator]
CCC(CO)Nc1ncnc2c1cnn2-c1ccc(OC)cc1 (stereo unspecified)	3%	-2%	-42%	-2%	-26%	-1%	-4%	-1%	9%
O=S(=O)(NCC(c1ccco1)N1CCN(c2ccc(F)cc2)CC1)c1ccccc1 (stereo unspecified)	7%[57.1 µM]	-1%	14%	9%	?	?	4%	4%	-12%
CN(C)c1ccc(N2C(=O)CSC2=S)cc1	-31%	-3%	?	?	40µM*	40%[activator]	-34%	27%	?
Cc1cc(C)nc(N2C(=O)CC(C(=O)O)NC2=NCCc2c[nH]c3ccccc23)n1 (stereo unspecified)	-1%	2%	20%	9%	-9%	-2%	-23%	24%	22%
COc1cc(CN2CCNC(=O)C2CC(=O)NCCCN2CCOCC2)cc(OC)c1 (stereo unspecified)	4%	i	18%	-3%	-6%	-3%	22%	-6%	29%
CCOC(=O)c1sc(NS(=O)(=O)c2ccc(F)cc2)nc1C	12%[57.1 µM]	5%	-9%	-2%	-1%	0%	-17%	1%	43%[activator]
O=C(Nc1ccnn1C1CCN(CCCc2ccccc2)CC1)c1ccccc1	-11%	1%	19%	6%	1%	-2%	-8%	2%	5%
COc1ccc(/C(N)=N/OC(=O)c2ccc3c(c2)OCO3)cc1	-8%	-5%	15%	18%	-16%	-2%	-7%	4%	19%
CN1C(=O)C(O)(CC(=O)/C=C/c2ccco2)c2cc(Br)ccc21 (stereo unspecified)	16µM*	4%	6%[11.4 µM]	19%	-35%	13%	-24%	-13%	8%
Cc1cc(C(=O)COC(=O)c2ccncc2)c(C)n1Cc1ccco1	-18%[57.1 µM]	-6%	-17%	3%	-32%	0%	10%	0%	11%
Cn1nccc1NC(=O)Nc1cccc(Cl)c1	15%	-4%	0%	9%	-5%	-10%	-5%	1%	41%[activator]
O=C(CN1CCC(NC(=O)c2cccc(F)c2)CC1)NCc1ccccc1F	-9%	-5%	27%	1%	-10%	1%	-3%	-8%	30%
Cc1ccc(-n2nnnc2CNC(=O)c2ccccc2S(C)(=O)=O)cc1C	20%[57.1 µM]	i	2%	-5%	-6%	-3%	-28%	2%	26%[57 µM]
Cc1cccc(C)c1NC(=O)C1c2ccccc2Oc2ccccc21	12%	-4%	7%	-11%	-20%	-2%	1%	-5%	22%
CCOC(=O)/C(C#N)=C/c1ccc(OC(=O)c2ccco2)c(OCC)c1	4%[57.1 µM]	-2%	-7%	71%[activator]	?	?	-22%	-5%	-6%
CC1CCN(S(=O)(=O)c2ccc(NC(=O)CN3CCCC(C)C3)cc2)CC1 (stereo unspecified)	13%[57.1 µM]	-8%	-19%	-7%	-18%	-7%	-24%	0%	21%
CCN(CC)S(=O)(=O)c1nnc(NC(=O)c2ccccc2Cl)s1	11%	-5%	-10%	3%	-11%	-3%	-16%	-4%	21%
c1ccc(-n2ncc3c(NCCN4CCOCC4)ncnc32)cc1	-21%	-3%	-14%	-7%	?	-3%	0%	1%	25%
COc1ccc(Cc2noc(CN(C)CC3CCN(Cc4ccccc4)CC3)n2)cc1OC	23%	i	0%	-3%	-11%	4%	1%	-2%	10%
CCCn1c(SCC(=O)Nc2c(C)cccc2CC)nnc1C(C)C	-10%	i	-21%	5%	4%	0%	0%	0%	24%
Cn1cnc2cc(NCc3ccccc3Cl)ccc21	-10%	2%	-12%	2%	?	7%	0%	?	-7%
COc1ccc(C)c2sc(N(Cc3cccnc3)C(=O)c3cccs3)nc12	13%[57.1 µM]	-9%	-34%	6%	-16%	1%	-1%	-9%	16%
CC1(C)Cc2c(C#N)c(N)sc(=S)c2CS1	14µM*	-5%	?	7%	50µM*	?	?	6%	?
Cc1cccn2c(=O)c(C=O)c(N3CCSCC3)nc12	-3%	7%	-5%	2%	-17%	2%	0%	-2%	1%
COc1ccc(NS(=O)(=O)c2cc(NC(=O)c3ccc(C)s3)ccc2N2CCOCC2)cc1	23%	-5%	-9%	-8%	-18%	11%	-1%	-3%	9%
Clc1ccccc1C1SCC2Nc3ccccc3CN21 (stereo unspecified)	15%[57.1 µM]	6%	6%	-6%	?	5%	-2%	4%	-11%
CCc1ccc(C2=CC(c3cccc(OC)c3OC)n3c(nc4ccccc43)N2)cc1 (stereo unspecified)	14%[57.1 µM]	-4%	-17%	3%	0%	?	16%	-30%	27%
COCCNC(=O)C1(C)C=CC2(CCCCC2)N1C(=O)c1ccccc1 (stereo unspecified)	-3%	-2%	-8%	-6%	-1%	-2%	4%	-5%	50%[activator]
Cc1ccc(S(=O)(=O)NNC(=O)c2ccc(O)cc2)cc1	3%	6%	-2%	-4%	2%	6%	-19%	35%[activator]	22%
CCN(CC(=O)NC1CCCC1)S(=O)(=O)c1ccc(Br)cc1	9%	i	-22%	7%	-7%	1%	?	8%	27%
CC1=C(C(=O)OCC(C)C)C2(O)C(=O)c3ccccc3C2(O)N1 (stereo unspecified)	-11%	i	-12%	-8%	-8%	1%	0%	10%	24%
CCOc1ccc(CN(C)CC(=O)NNC(=O)c2ccc(Cl)cc2)cc1OC	7%[57.1 µM]	-4%	8%	-9%	-18%	0%	17%	21%	30%
CCCNC(=O)[C@@H]1CCCN1C(=O)C1CCN(S(=O)(=O)c2ccc(C)cc2)CC1	20%	i	-2%	1%	-13%	-4%	11%	2%	21%
Cc1ccc(CN2CCSc3ccc(C(=O)NCc4cccnc4)cc32)cc1	32%[activator]	-4%	27%	16%	40µM*	0%	-6%	21%	-5%
CCOc1ccc(NC(=O)CCNS(=O)(=O)c2ccc(Br)s2)cc1	17%	-8%	27%	.	-2%	-2%	-7%	-15%	7%
Cc1ccc(C)c(S(=O)(=O)Nc2ccc(S(=O)(=O)Nc3onc(C)c3C)cc2)c1	0%[57.1 µM]	-8%	-16%	-7%	6%	8%	0%	26%	37%
CCN(CC)C(=S)SCC(=O)Nc1nc(=O)c2ccccc2s1	28%	-10%	-22%[11.4 µM]	0%	-15%	-3%	?	-1%	48%[activator]
Nc1nc(-c2ccccc2)c(CCCOc2ccc([N+](=O)[O-])cc2)c(=O)[nH]1	-6%	1%	?	.	?	6%	-17%	4%	17%
CCOC(=O)c1cc(OC(=O)c2ccc(C)cc2)n(-c2ccccc2)n1	-1%	-9%	8%	3%	-12%	24%	0%	44%[activator]	89%[activator]

In the list so far, these contain an aryl methoxy group:
SMILES	TrxR1 inh	PGK inhibitor	RGS4 inh	ERG-DNA inh	JMJD2A Tudor	Pin1 inhibitor	ALOX12 inh	GLS inhibitor	HP1b chromo inh
COc1ccc(N2C(=O)C(OC(C)=O)C2c2ccc(C)cc2)cc1 (stereo unspecified)	-14%	-5%	17%	.	-17%	5%	5%	11%	16%
CCC(CO)Nc1ncnc2c1cnn2-c1ccc(OC)cc1 (stereo unspecified)	3%	-2%	-42%	-2%	-26%	-1%	-4%	-1%	9%
COc1cc(CN2CCNC(=O)C2CC(=O)NCCCN2CCOCC2)cc(OC)c1 (stereo unspecified)	4%	i	18%	-3%	-6%	-3%	22%	-6%	29%
COc1ccc(/C(N)=N/OC(=O)c2ccc3c(c2)OCO3)cc1	-8%	-5%	15%	18%	-16%	-2%	-7%	4%	19%
COc1ccc(Cc2noc(CN(C)CC3CCN(Cc4ccccc4)CC3)n2)cc1OC	23%	i	0%	-3%	-11%	4%	1%	-2%	10%
COc1ccc(C)c2sc(N(Cc3cccnc3)C(=O)c3cccs3)nc12	13%[57.1 µM]	-9%	-34%	6%	-16%	1%	-1%	-9%	16%
COc1ccc(NS(=O)(=O)c2cc(NC(=O)c3ccc(C)s3)ccc2N2CCOCC2)cc1	23%	-5%	-9%	-8%	-18%	11%	-1%	-3%	9%
CCc1ccc(C2=CC(c3cccc(OC)c3OC)n3c(nc4ccccc43)N2)cc1 (stereo unspecified)	14%[57.1 µM]	-4%	-17%	3%	0%	?	16%	-30%	27%
CCOc1ccc(CN(C)CC(=O)NNC(=O)c2ccc(Cl)cc2)cc1OC	7%[57.1 µM]	-4%	8%	-9%	-18%	0%	17%	21%	30%

Bioassay records deposited in PubChem BioAssay by National Center for Advancing Translational Sciences (NCATS).
